Screening data as filed in PubChem.
V-ATPase pHluor – alters yeast V-ATPase proton transport | S. cerevisiae, pHLuorin cytosolic pH fluorescence | response, % at 10 µM | hit rate 0.37% among 350,000; in the data active = response mostly above about 7.3%, no sharp cut-off; inactive = mostly below about 5.4%; also: actives read high; inactives centre near 0; some compounds called inactive have numbers as strong as hits; reference of the scale not given here
HTR5A ag – activates human HTR5A in OPRM1-OPRD1 agonist counter-screen; AID 504692; P47898; hit rate 0.61% among 340,000; HTR5A agonist assay, luminescence, cell-based; activation, % at 9.3 µM; in the data active = activation mostly above about 9.5%, no sharp cut-off; inactive = mostly below about 7.6%;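 also: 0% = cells with vehicle only and 100% = reference agonist; strong numbers were not always called active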
CAL-PDZ inh HTS – blocks peptide binding to the human CAL PDZ domain | purified CAL PDZ, TMR-peptide fluorescence polarization, 1 h | inhibition, % at 24.9 µM | hit rate 0.92% among 300,000;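 active = mean inhibition of at least 30% with at least half of replicates also reaching 30%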;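 also: 0% = DMSO neutral control and 100% = excess unlabeled competitor peptide PRC23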
C-LANA FP – KSHV C-LANA DNA binding inhibition; AID 504423; hit rate 0.078% among 340,000; MBP-C-LANA/FAM-LBS DNA binding, fluorescence polarization; inhibition, % at 9 µM;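 active = highest replicate inhibition at or above 60% at 9 µM, even if other replicates fall short; inactive = all replicates below 60% inhibition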;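 also: 0% = neutral control wells and 100% = 4 µM acridine orange control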
RTF Ca sens inh – cardiac RTF calcium desensitization; P19429+P45379; IANBD-labeled cardiac RTF, Ca2+ fluorescence; inhibition, % at 7.15 µM; hit rate 0.12% among 340,000;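 active = inhibition above the mean inhibition of all tested compounds plus 3 SD, cut at about 17% in these data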;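 also: assay run at fixed EC70 calcium of 1.6 mM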
MOR-DOR inv ag – mu-delta opioid heterodimer inverse agonism | P35372+P41143 | cell-based MOR-DOR heterodimer luminescence | inhibition, % at 9.3 µM | hit rate 0.21% among 340,000 | AID 504357; in the data active = inhibition above about 22%, passing the limit was not always enough;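 also: 0% = cells with DMSO and 100% = wells without cells with DMSO; values of inactives mirror those of a sister screen read the other way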
Target sequence (P35372 whole entry, looked up): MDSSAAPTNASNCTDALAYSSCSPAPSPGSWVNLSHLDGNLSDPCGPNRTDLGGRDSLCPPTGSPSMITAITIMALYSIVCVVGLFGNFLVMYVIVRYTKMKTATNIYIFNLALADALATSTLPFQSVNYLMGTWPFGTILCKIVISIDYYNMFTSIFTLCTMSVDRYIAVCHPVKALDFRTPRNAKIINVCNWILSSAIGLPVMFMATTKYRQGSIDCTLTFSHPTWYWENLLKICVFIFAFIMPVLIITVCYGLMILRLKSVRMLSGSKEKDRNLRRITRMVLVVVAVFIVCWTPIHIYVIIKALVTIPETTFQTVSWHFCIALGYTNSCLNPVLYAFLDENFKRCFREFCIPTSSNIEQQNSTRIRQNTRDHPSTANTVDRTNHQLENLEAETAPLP
Target sequence (P41143 whole entry, looked up): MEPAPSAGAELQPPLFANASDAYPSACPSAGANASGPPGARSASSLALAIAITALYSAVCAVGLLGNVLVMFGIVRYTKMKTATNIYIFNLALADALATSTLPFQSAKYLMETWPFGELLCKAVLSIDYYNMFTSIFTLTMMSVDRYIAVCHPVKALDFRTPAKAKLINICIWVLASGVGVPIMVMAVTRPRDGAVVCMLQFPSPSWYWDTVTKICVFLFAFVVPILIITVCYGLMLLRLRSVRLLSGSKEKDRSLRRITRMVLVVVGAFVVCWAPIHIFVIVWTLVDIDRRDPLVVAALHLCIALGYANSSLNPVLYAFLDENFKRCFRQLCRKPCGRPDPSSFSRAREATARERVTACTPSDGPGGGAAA
RTF Ca sens act – increases calcium sensitivity of human cardiac regulated thin filaments | IANBD-labeled TnC RTF fluorescence at EC20 calcium; 0% EC20 calcium, 100% full calcium | activation, % at 7.2 µM | hit rate 0.24% among 340,000;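 active = activation above the mean over all tested compounds plus 3 SD, cut at about 30% in these data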;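 also: rise in fluorescence read as greater calcium sensitivity of cardiac thin filaments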
HTR5A inv ctr – HTR5A inverse agonism, opioid heterodimer counter-screen | HTR5A cell line, luminescence | P47898 | inhibition, % at 9.3 µM | hit rate 0.083% among 340,000; in the data active = inhibition mostly above about 23%, no sharp cut-off; inactive = mostly below about 18%;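 also: 0% = cells with DMSO and 100% = no-cell wells with DMSO; some compounds called inactive have numbers as strong as hits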
OPRM1-OPRD1 ag – OPRM1-OPRD1 heterodimerization agonism; P35372+P41143; cells, luminescence; activation, % at 9.3 µM; hit rate 0.3% among 340,000; AID 504326; in the data active = activation above about 18%;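 also: 0% = vehicle-treated cells and 100% = reference agonist; values of inactives mirror those of a sister screen read the other way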
Keap1-Nrf2 PPI – disrupts human Keap1 binding to Nrf2 peptide. AID 504523. inhibition, % at 9.4 µM. Keap1 Kelch-Nrf2 peptide fluorescence polarization, 1536-well. Q14145. hit rate 0.15% among 340,000; in the data active = inhibition above about 12%;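 also: human Keap1 Kelch domain with fluorescein labeled Nrf2 9mer peptide probe; 0% = neutral control wells and 100% = peptide positive control; higher means more block of Keap1 binding to Nrf2 peptide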
* hit, by the source's call; nt = no result given.

Values run as follows: V-ATPase pHluor	HTR5A ag	CAL-PDZ inh HTS	C-LANA FP	RTF Ca sens inh	MOR-DOR inv ag	RTF Ca sens act	HTR5A inv ctr	OPRM1-OPRD1 ag	Keap1-Nrf2 PPI
CC(C)CCNc1nc2c(c(=O)n(Cc3cccc(F)c3)c(=O)n2C)n1C
→ 2	1	-3	-0.2	7	-26	3	-2	4.3	3
CN(C)C(=O)COc1ncnc2scc(-c3ccc(F)cc3)c12
→ -1	-2	0	-0.4	-2	11	0	6	-2.2	-8
CCOC(=O)c1c(-c2ccc(OC)cc2)csc1NC(=O)CNCc1ccco1
→ -2	-5	-1	-0.9	1	2	-9	-23	-0.3	-4
CCOC(=O)C1CCN(C(=O)COc2cccc3ccccc23)CC1
→ 1	7	-2	3.0	8	12	1	-19	-2.2	-10
CCNC(=S)N1CCN(c2nc(CC)nc3sc4c(c23)CCCC4)CC1
→ 0	7	0	0.6	-6	-16	9	-26	3.1	1
O=C(c1cc([N+](=O)[O-])ccc1N1CCOCC1)N1CCCC1
→ 4	2	4	0.9	-7	12	4	36	-2.3	0
CC(C)C(OC(=O)c1ccccc1)c1nccc2ccccc12 (stereo not drawn)
→ -2	2	nt	0.6	-5	-9	7	-5	1.9	-1
O=C(Nc1ccc(F)c(Cl)c1)c1ccccc1NC(=O)C1CCCCC1C(=O)O (stereo not drawn)
→ -1	-2	-6	0.0	4	12	1	8	-2.4	1
Cn1c(CC(=O)NC(C)(C)CO)c(Sc2ccccc2)c2ccccc21
→ -3	5	1	-0.5	-2	-29	13	-5	5.5	-5
O=S(=O)(Nc1cccc(-c2cn3ccsc3n2)c1)c1ccc(F)cc1
→ 3	5	-5	-0.7	-5	5	-7	-13	-0.9	-7
CC(=O)C1CCCN(C(=O)c2ccc3nc(Cc4cccc(Cl)c4)oc3c2)C1 (stereo not drawn)
→ 0	-5	-1	0.2	-8	14	0	2	-2.6	-1
Cc1cc(OC(=O)c2c(F)cc(F)cc2F)nc(C)n1
→ 1	-3	-6	0.3	-20	-1	2	7	0.1	3
O=c1ccc(Cl)n[nH]1
→ 1	-1	9	-0.7	-8	8	9	5	-1.6	2
FC(F)(F)c1cc(Oc2ccc(Cl)cc2)nc(-c2ccccn2)n1
→ -2	-1	11	-0.4	-2	15	10	2	-2.8	-6
O=C(CSc1nnc(NC(=O)C2CC2)s1)Nc1ccccc1Cl
→ -3	-2	-3	0.3	-19	2	1	10	-0.2	0
CCC(=O)NCCNC(=O)c1c(SC)nsc1SC
→ 0	5	0	0.2	-31	22	4	-12	-4.5	0
CCN(C(=O)COC(=O)c1ccccc1Cc1ccccc1)c1c(N)n(Cc2ccccc2)c(=O)[nH]c1=O
→ 5	-1	3	-0.2	-4	17	-5	3	-4.0	0
CCc1c(C)sc(NC(=S)N2CC(C)OC(C)C2)c1C(=O)OC (stereo not drawn)
→ -3	4	0	1.6	3	-12	0	-7	2.4	-5
CC(C)(C)N(Cc1ccccc1)C(=O)COC(=O)c1ccc(N2CCCC2=O)cc1
→ -4	1	-4	1.2	2	11	1	-5	-2.3	-2
N#CN(Cc1ccccc1)Cc1ccccc1
→ 8	3	14	0.5	-1	7	-5	-2	-1.4	-1
CCOC(=O)c1ccc(NC(=O)CN2C(=O)NC3(CCCCCC3)C2=O)cc1
→ -1	2	9	nt	-5	6	2	16	-1.1	nt
CCOc1ccccc1C(=O)NN1C(=O)C2CCCCC2C1=O (stereo not drawn)
→ 0	8	2	0.9	2	-6	3	-27	1.0	-3
COc1ccc(S(=O)(=O)Nc2c(C)n(C)n(-c3ccccc3)c2=O)cc1Br
→ 1	1	-5	-1.3	-5	17	-3	-2	-3.8	-3
COc1ccc(CNC(=O)CN2C(=O)COc3ccc(S(=O)(=O)N4CCOCC4)cc32)cc1
→ -1	4	3	0.7	-6	10	7	5	-2.1	-2
CCOc1ccc(C2NC(=S)NC3=C2CCc2ccccc23)cc1 (stereo not drawn)
→ -1	-1	nt	-0.4	2	4	-6	-16	-0.8	-6
Cc1cccc2cc(CN(Cc3cccs3)C3(c4nnnn4C4CCCC4)CCCC3)c(=O)[nH]c12
→ 6	2	0	-2.6	-1	18	1	-4	-4.2	0
COc1cc(CNC(C)C23CC4CC(CC(C4)C2)C3)cc(OC)c1OC (stereo not drawn)
→ -4	2	-2	-0.5	-7	4	-9	-7	-0.8	2
CCOC(=O)c1ccc(NC(=O)CN2C(=O)C3C4C=CC(C4)C3C2=O)cc1 (stereo not drawn)
→ -1	-3	-2	0.4	-4	21	1	-20	-3.7	-4
Cc1cccc(C(=O)Nc2ccc(O)c3c(=O)cc(-c4ccccc4Cl)oc23)c1
→ -2	-4	-2	0.7	-13	4	0	-14	-0.7	-1
COc1ccc(-c2nn(-c3ccccc3)cc2/C=N/NC(=O)c2ccc(Br)o2)cc1
→ 3	0	0	-1.2	-8	10	-2	0	-2.0	-5
CCOC(=O)Cc1csc(NC(=O)Cc2ccc(Cl)cc2)n1
→ 1	1	-4	1.5	-5	1	3	0	-0.3	2
CCCC(=O)NC(c1ccccc1)c1ccc2cccnc2c1O (stereo not drawn)
→ -1	-2	nt	nt	-10	-8	1	-4	1.6	4
CCOc1ccc(-c2cc(C(=O)NN)[nH]n2)cc1
→ 0	1	-2	-0.7	-2	-1	-1	-3	0.2	-4
O=[N+]([O-])c1cc(Cl)ccc1N1CCCC1
→ -2	-5	-3	-0.1	-1	18	7	12	-3.7	-4
CCCCN(C(=S)SC)C1CCS(=O)(=O)C1 (stereo not drawn)
→ -2	nt	3	0.5	nt	nt	nt	nt	nt	1
COc1cc(OC)cc(C(=O)NNC(=O)c2ccccc2Br)c1
→ -4	-3	-1	4.7	14	5	2	-30	-0.9	-1
CC(C)CC(=O)c1c[nH]c(C(=O)NCCCn2ccnc2)c1
→ 1	5	-8	0.4	-2	7	2	-13	-1.3	3
CCCC(=O)Nc1nn(CC)c2nc3ccc(C)cc3cc12
→ -1	5	-4	-1.9	-4	12	-7	-17	-2.5	2
Clc1ccc(-c2nc3cc(CN4CCCCC4)ccc3o2)cc1
→ 1	0	-10	-2.2	0	15	-3	2	-3.4	-1
CC(C)N(C(=O)CSc1nnc(CNc2ccc(F)cc2)o1)C(C)C
→ 2	0	-1	1.3	-7	18	-1	1	-3.7	-3
COc1cc(S(C)=O)ccc1-c1nc2ncccc2[nH]1 (stereo not drawn)
→ -2	1	1	1.4	-5	-4	-6	0	0.7	-4
Cc1nc2ccc(NC(=O)CSc3ccccc3)cc2s1
→ 3	-4	-1	5.1	-5	14	-1	10	-3.3	0
COc1ccccc1-c1ccc(NC2CCCCC2)nn1
→ 4	-2	-4	-0.5	-6	-9	-2	3	1.7	-1
O=[N+]([O-])c1cccc(S(=O)(=O)c2ccc(NCCO)c([N+](=O)[O-])c2)c1
→ 3	4	-2	0.1	1	-18	-8	1	3.7	nt
O=C(COC(=O)c1ccc(Cl)nc1)Nc1ccc(S(=O)(=O)N2CCCC2)cc1
→ -3	-3	3	0.3	1	2	1	7	-0.3	-5
Cc1cc2ccccc2c(=O)n1CC(=O)NCCC1=CCCCC1
→ 4	-1	-5	0.5	-10	2	3	-14	-0.4	1
COc1ccc(CCN2CC(C(=O)OCC(=O)NCc3ccccc3Cl)CC2=O)cc1OC (stereo not drawn)
→ -4	1	-3	-1.1	-7	11	-3	-7	-2.9	1
O=C(Nc1nnc(Cc2ccccc2)s1)C1CCC1
→ 2	-1	7	-0.8	-1	10	0	4	-2.1	0
CCN(CC)c1nc(-c2ccccc2)nc2c1sc(=S)n2CC
→ -1	-3	-2	0.0	6	-4	3	7	0.8	-1
O=c1oc(-c2ccccc2NS(=O)(=O)c2ccc3ccccc3c2)nc2ccccc12
→ -1	0	-2	0.0	-11	1	-1	14	-0.2	-5

Next part:
Values run as follows: V-ATPase pHluor	HTR5A ag	CAL-PDZ inh HTS	C-LANA FP	RTF Ca sens inh	MOR-DOR inv ag	RTF Ca sens act	HTR5A inv ctr	OPRM1-OPRD1 ag	Keap1-Nrf2 PPI
COc1ccccc1NS(=O)(=O)c1cc(NC(=O)c2ccccc2F)ccc1N1CCOCC1
→ 0	1	1	1.1	3	2	-7	-4	-0.4	1
CCCCN=C(Nc1ccc(Cl)cc1)c1cccnc1
→ 1	2	-2	-1.0	-3	15	0	-7	-2.9	-3
N#Cc1cccc(NC(=O)CN2CCN(Cc3ccccc3)CC2)c1
→ -2	8	-6	-1.1	-17	16	-1	-21	-2.6	4
Cc1ccc(N/C(CSC(N)=O)=N/S(=O)(=O)c2ccccc2)cc1
→ -1	7	0	0.0	4	3	-6	1	-0.6	5
CC(=O)NC(CCS(C)(=O)=O)C(=O)Nc1nccs1 (stereo not drawn)
→ -2	5	-2	1.9	4	0	-5	-15	0.1	-4
C[C@@H]1O[C@@H](O[C@H]2[C@H](Oc3cc(O)c4c(c3)OC(c3ccc(O)cc3)CC4=O)O[C@H](CO)[C@@H](O)[C@@H]2O)[C@H](O)[C@H](O)[C@H]1O (stereo partly drawn)
→ -20	2	-5	0.8	6	7	-1	22	-1.2	-1
O=C(NCc1ccccc1)NC1CCS(=O)(=O)C1 (stereo not drawn)
→ 1	1	-2	-1.6	-9	9	3	-3	-1.9	-2
COc1cc(NS(=O)(=O)c2ccc(NC(=S)NC(=O)c3ccco3)cc2)ncn1
→ 1	nt	1	-0.2	nt	nt	nt	nt	nt	-2
COc1ccc(/C=C(\C)c2nc(C)c(-c3ccccc3)c(=O)[nH]2)cc1
→ 0	3	1	0.6	4	12	1	-8	-2.2	1
COc1ccc(/C=N/NC(=O)c2ccc3c(c2)OCO3)c(C(=O)O)c1OC
→ 6	-2	-2	0.7	-3	10	-9	7	-2.2	2
COC(=O)c1nn(-c2ccccc2)c(=O)cc1O
→ 0	3	1	1.4	-10	-1	-1	-8	0.2	-5
CC(C(=O)Nc1ccc(C(=O)O)cc1)N1C(=O)c2ccccc2C1=O (stereo not drawn)
→ 3	1	nt	2.5	-7	0	3	2	-0.1	1
CCNC(=O)Cc1ccc(NS(=O)(=O)c2ccc(F)cc2)cc1
→ -2	-1	nt	0.1	-1	10	4	3	-2.0	-5
COc1ccc(N(CCOc2ccccc2)S(=O)(=O)c2ccccc2)cc1
→ 2	-8	1	-0.5	-6	13	-5	20	-3.4	-2
CC(C)N(CCO)C(=O)CCc1nnc(CCCc2ccccc2)o1
→ -1	-2	4	0.1	8	-4	-3	7	0.6	1
COc1ccc(-c2nnc(SCC(=O)N3CCCC3=O)n2N)cc1OC
→ -1	2	nt	-2.0	-6	11	-1	3	-2.7	-1
CCC(Sc1nc(=O)cc(N)n1CCc1ccccc1)C(=O)Nc1ccccc1C#N (stereo not drawn)
→ -6	-3	-2	-0.5	0	10	-5	-19	-1.6	-4
CCC(=O)N1CCc2cc(Br)cc(S(=O)(=O)NCCCN(C)Cc3ccccc3)c21
→ -5	1	-2	0.5	-7	13	-3	-2	-2.5	-2
Nc1cc(S(=O)(=O)O)cc([N+](=O)[O-])c1O
→ 0	-5	-6	81*	-7	15	-5	13	-2.8	-3
COc1ccc2c(c1OC)C(=O)N1c3ccccc3C(=O)N(c3ccccc3F)C21 (stereo not drawn)
→ -3	1	-2	-0.7	8	0	6	-22	0.0	-1
